# Screening results: PubChem BioAssay, National Center for Advancing Translational Sciences (NCATS)
# LMNA splice mod – qHTS Assay for Modulators of Lamin A Splicing | HeLa LMNA splicing GFP/RFP minigene ratio, 48 h | Potency, µM (series often up to 46.1 µM), without a hit: top-dose ratio change, negative = inhibition, most hits filed as inhibitors | 0.01% of 200,000 active | AID 1487, 2009; active means well fitted inhibition curve with a large enough effect in the signal ratio, with a control signal flat, not every such curve was filed as active; inconclusive means small, poorly fitted or top-dose-only effect, or effect the other way, or a change in a side signal; the % refers to the signal ratio
#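 S3 HeLa stable clones carrying a lamin A-EGFP splicing minigene plus DsRed2 were seeded at 600 cells/well in Opti-MEM with 2% FBS, pin-dosed and incubated 48 h at 37°C. Acumen cytometry (488 nm) gave the GFP/RFP total-intensity ratio.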
# Starred values were filed as active, the others as inactive; ? = inconclusive; [ ] = another dose, or the depositor's remark. On the % scale 0 is the no-effect control and ±100 the full control effect; potency means the concentration at half of the fitted maximal effect. Only part of the results is shown; rates above refer to the full screens.
canonical_smiles	LMNA splice mod
COc1cc(C(=O)NCC(c2cccnc2)N2CCc3ccccc32)cc(OC)c1OC (stereo unspecified)	-13%[46 µM]
O=C(c1cc(-c2ccc(Br)cc2)n[nH]1)N1CCN(S(=O)(=O)c2ccc(Br)s2)CC1	-9%[46 µM]
CCCCCCOc1ccc(C2C(=O)N(C3CCCCC3)CC(=O)N2C2CCCCC2)cc1 (stereo unspecified)	?
Cc1ccc(NC(=O)Cn2cc(S(=O)(=O)Cc3ccc(F)cc3)c3ccccc32)cc1Cl	?
Cc1nc(N2CCCC2)c2c(C(=O)N3CCN(c4ccccc4)CC3)c(C)oc2n1	-4%[46 µM]
COC(=O)C1CCN(S(=O)(=O)c2cc3c4c(c2)C(C)C(=O)N4CCC3)CC1 (stereo unspecified)	-2%[46 µM]
CCOC(=O)c1c(NC(=O)COc2ccc(CC)cc2)sc2c1CCCC2	-6%[46 µM]
COc1cc(OC)c(OC)cc1/C=C/c1nc2cc3ccccc3cc2c(=O)n1-c1ccc(F)cc1F	-1%[46 µM]
Cn1ncc2c(NCc3ccccc3Cl)nc(NCCO)nc21	0%[46 µM]
CCOc1ccc(C(=O)Nc2nnc(S(=O)(=O)N(CC)c3ccccc3C)s2)cc1	14%[46 µM]

# Shown as labelled records: entries from further up.
mol: Cc1nc(N2CCCC2)c2c(C(=O)N3CCN(c4ccccc4)CC3)c(C)oc2n1
  LMNA splice mod: -4%[46 µM]

mol: COC(=O)C1CCN(S(=O)(=O)c2cc3c4c(c2)C(C)C(=O)N4CCC3)CC1 (stereo unspecified)
  LMNA splice mod: -2%[46 µM]

# Going on with the list:
canonical_smiles	LMNA splice mod
Cc1cccc(C(=O)Nc2ccc3nc(SCC(=O)N4CCc5ccccc54)sc3c2)c1	3%[46 µM]
CCN(CCCNC(=O)CN1N=C(c2ccc(C)cc2)CCC1=O)c1ccccc1	?
CC(C)(C)OC(=O)N1CCC(c2c(C(=O)N3CCCCC3)cnn2-c2ccc(Cl)cc2)CC1	4%[46 µM]
CCN(CC)c1cc2c(cc1F)c(=O)c(S(=O)(=O)c1ccc(OC)cc1)cn2Cc1ccccc1	-6%[46 µM]
COc1cccc(CNC(=O)CSC2=Nc3ccccc3C3=NC(C(C)C)C(=O)N23)c1 (stereo unspecified)	15%[46 µM]
CC(C)CC(=O)Nc1nnc(S(=O)(=O)N2CCc3ccccc32)s1	20%[46 µM]
COC(=O)c1c(-c2cccs2)csc1NC(=O)c1cc(OC)cc(OC)c1	1%[46 µM]
Cc1ccc(-n2nc(C)c3c(C(=O)Nc4ccc(C)cc4Cl)cc(C)nc32)cc1	-10%[46 µM]
CCOC(=O)N1CCC2(CC1)OC(=O)C(C)=C2C(=O)NCc1ccccc1OC	3%[46 µM]
CC(=O)N1CCOc2cc(S(=O)(=O)NCc3ccc(C)cc3)c(Cl)cc21	10%[46 µM]
O=S(=O)(NCCc1cn2ccsc2n1)c1ccc(Cl)cc1	0%[46 µM]
COc1cccc(OCC(=O)Nc2nnc3n2CCS3)c1	2%[46 µM]
Cc1cc(F)ccc1NC(=O)CN(C)S(=O)(=O)c1ccc(C(=O)N2CCOCC2)s1	2%[46 µM]
CCOC(=O)c1ccccc1NC(=O)N1CCC(CN2CCOCC2)CC1	-6%[46 µM]
O=C(Nc1ccccc1OCc1cc(=O)n2ccccc2n1)Nc1ccccc1C(F)(F)F	-7%[46 µM]
CCc1ccc(NC(=O)CCn2c(=O)c3cccn3c3ccccc32)cc1	-15%[46 µM]
Cc1ccc(Cl)cc1NC(=O)CCCN1C(=O)CCn2nc(-c3cn(C)c4ccccc34)cc21	?
COc1ccc(CCNC(=O)c2ccc3c(c2)nc2n3CCCCC2)cc1OC	0%[46 µM]
COc1ccc(CCNC(=O)CSc2nc3ccccc3nc2Cc2ccc(Cl)cc2)cc1OC	?
Cc1cc(C)cc(NC(=O)N2CCN(c3cc(-c4noc(C)n4)ccc3C)CC2)c1	5%[46 µM]
Fc1ccc(C(Nc2ccc(Cl)c(C(F)(F)F)c2)c2nnc(-c3ccccc3)o2)cc1 (stereo unspecified)	?
Cc1cc(C)cc(NC(=O)CCC(=O)N2Cc3ccccc3Oc3ncccc32)c1	14%[46 µM]
CCC(=O)C1=C(c2ccc(C)cc2)N(C(=O)CC)n2c(nnc2C2CCCCC2)S1	?
CS(=O)(=O)c1ccc2nc(NC(=O)CS(=O)(=O)c3ccc(Cl)cc3)sc2c1	-8%[46 µM]
CCOC(=O)c1c(SCC(=O)Nc2cccc(C)c2C)nc(=O)[nH]c1C	-6%[46 µM]
CC(=O)Nc1nonc1-c1nnc(SCc2ccccc2F)n1C	?
COc1ccc(C(=O)NCC(c2ccc(N(C)C)cc2)N2CCCC2)c(OC)c1 (stereo unspecified)	?
CCC(C)NC(=O)CN1C(=O)c2cccnc2Oc2ccc(C)cc21 (stereo unspecified)	2%[46 µM]
COc1ccc(NC(=O)c2cc(S(=O)(=O)N3CCOCC3)cn2C)cc1Cl	-17%[46 µM]
O=C(Cn1cc(S(=O)(=O)Cc2cccc(Cl)c2)c2ccccc21)Nc1ccccc1C(F)(F)F	?

# Brought forward from above: seven compounds; new compounds follow.
mol	LMNA splice mod
CS(=O)(=O)c1ccc2nc(NC(=O)CS(=O)(=O)c3ccc(Cl)cc3)sc2c1	-8%[46 µM]
CCOC(=O)c1c(SCC(=O)Nc2cccc(C)c2C)nc(=O)[nH]c1C	-6%[46 µM]
CC(=O)Nc1nonc1-c1nnc(SCc2ccccc2F)n1C	?
COc1ccc(C(=O)NCC(c2ccc(N(C)C)cc2)N2CCCC2)c(OC)c1 (stereo unspecified)	?
CCC(C)NC(=O)CN1C(=O)c2cccnc2Oc2ccc(C)cc21 (stereo unspecified)	2%[46 µM]
COc1ccc(NC(=O)c2cc(S(=O)(=O)N3CCOCC3)cn2C)cc1Cl	-17%[46 µM]
O=C(Cn1cc(S(=O)(=O)Cc2cccc(Cl)c2)c2ccccc21)Nc1ccccc1C(F)(F)F	?
O=C(Cn1c(=O)nc(-c2ccccc2)c2ccccc21)Nc1cccc(C(F)(F)F)c1	?
Cc1ccc(SCC(=O)Nc2ccc3oc(-c4ccccc4F)nc3c2)cc1	28%[46 µM]
COc1ccc(CNC(=O)c2sc3nc[nH]c(=O)c3c2C)cc1	10%[46 µM]
CCc1cccc(C)c1NC(=O)c1cc(S(=O)(=O)N2CCN(c3ccccc3)CC2)ccc1F	16%[46 µM]
COc1ccccc1NC(=O)CSC1=Nc2ccccc2C2=NC(CC(=O)NCc3ccccc3)C(=O)N12 (stereo unspecified)	4%[46 µM]
CC1CCN(c2ncnc3c2cnn3-c2ccc(F)cc2)CC1	-5%[46 µM]
CCS(=O)(=O)NCCc1csc2nc(-c3ccc(OC)cc3)nn12	16%[46 µM]
Cc1ccc(CSC2=Nc3ccccc3C3=NC(CC(=O)NCc4cccs4)C(=O)N23)cc1 (stereo unspecified)	?
O=C1CCc2cc(S(=O)(=O)NCc3ccccc3Cl)cc3c2N1CC3	-29%[46 µM]
Cn1cc(S(=O)(=O)N2CCCCCC2)cc1C(=O)N1CCN(c2ccc(F)cc2)CC1	15%[46 µM]
COCCc1nn2c(=O)cc(COC(=O)c3cccs3)nc2s1	12%[46 µM]
CCn1c2ccccc2c2nnc(N3CCN(c4ccc(OC)cc4)CC3)nc21	11%[46 µM]
Cc1cc(Br)ccc1NC(=O)c1sc2ncn(Cc3ccccc3Cl)c(=O)c2c1C	14%[46 µM]
COc1ccc(-n2c(/C=C/c3cc(OC)c(OC)cc3OC)nc3cc4ccccc4cc3c2=O)cc1Cl	-11%[46 µM]
O=C(Nc1ccccc1C(=O)OCc1cc(=O)n2ccsc2n1)c1ccc(Cl)cc1	3%[46 µM]
O=C(C1COc2ccccc2O1)N1CCN(c2nc3ccc(F)cc3s2)CC1 (stereo unspecified)	?
COc1ccc(N2CCN(C(CNC(=O)CC(C)C)c3ccc4c(c3)OCO4)CC2)cc1 (stereo unspecified)	2%[46 µM]
O=C(Nc1cccc(C(=O)OCc2cc(=O)n3nc(C4CC4)sc3n2)c1)c1ccccc1	1%[46 µM]
COc1cc(Cl)c(C)cc1NC(=O)NC1COc2ccccc2C1 (stereo unspecified)	-10%[46 µM]
CCCN1C(=O)CN(C2CCCCC2)C(=O)C1c1ccc(OC)c(OC)c1 (stereo unspecified)	-7%[46 µM]
O=C(NCc1cccnc1)C1CCN(Cc2cc3ccccc3n2Cc2cccc(Cl)c2)CC1	?
CN1CCN(C(c2ccccc2)c2sc3nc(-c4ccco4)nn3c2O)CC1 (stereo unspecified)	6%[46 µM]
COc1ccccc1CNc1ncnc2c1cnn2-c1ccc(C)cc1	?
CCOC(=O)Cn1c(=O)n(-c2ccc(Cl)cc2)c2nc(-c3ccc(Cl)cc3)nc(C(N)=O)c21	-15%[46 µM]
CCCCOc1ccc(C(=O)N(Cc2ccccc2)C2CCS(=O)(=O)C2)cc1 (stereo unspecified)	-4%[46 µM]
CCOc1ccc(NC(=O)N2CCC(CN3CCC(C)CC3)CC2)cc1	-6%[46 µM]
COc1ccc(CNC(=O)c2cnn(-c3ccc(C)cc3)c2-n2cccc2)cc1OC	17%[46 µM]
Cc1nnc(SCc2cc(=O)n3c(C)cccc3n2)s1	7%[46 µM]
Cc1cccc(-n2c(SCC(=O)Nc3ccc(C)c(C)c3)nc3n[nH]c(C)c3c2=N)c1	?
CCCCC(=O)Nc1nnc(S(=O)(=O)N(CC)c2cc(C)cc(C)c2)s1	-1%[46 µM]
Cc1ccc(NC(=O)Cn2c(=O)n(Cc3ccccc3)c(=O)c3c2c2cc(C)ccc2n3C)cc1	6%[46 µM]
Cc1cc(C)cc(-n2cnc3cc(C(=O)NCCc4ccccc4)ccc32)c1	?
CCN(CC)S(=O)(=O)c1ccc2c(c1)N(CC(=O)N1CCN(c3cc(Cl)ccc3C)CC1)C(=O)CO2	8%[46 µM]
CCCCNC(=O)c1ccc2c(c1)ncn2-c1cc(OC)ccc1OC	?
Cc1ccccc1-n1c(SCC(=O)c2ccccc2)nnc1-c1ccc(F)cc1	-12%[46 µM]
Cc1ccc(-n2cnc3cc(C(=O)NCc4ccccc4Cl)ccc32)c(C)c1	?
COc1cc2c(cc1OC)n(CC(=O)c1ccc(F)cc1)c(=O)n1nc(CCn3nc(C)cc3C)nc21	?
CSc1ccc(CCNC(=O)C2CCN(c3ncnc4c3nc3n4CCCCC3)CC2)cc1	7%[46 µM]
O=C(c1ccccc1Cl)N1c2ncnn2C2(CCCCC2)[C@@H]2CCCC[C@@H]21	-17%[46 µM]
COc1ccccc1CNS(=O)(=O)c1cnc(N)nc1	?
CCOC(=O)c1ccc(NC(=O)CSc2ccc3ccccc3n2)cc1	-11%[46 µM]
CCc1cccc(C)c1NC(=O)Cn1ccn(-c2ccc(F)cc2)c(=O)c1=O	10%[46 µM]
Cc1ccc(NS(=O)(=O)c2ccc3[nH]c4c(c3c2)CCCCCC4)cc1C	?
COc1ccccc1Cn1c(SCC(=O)C(C)(C)C)nc2ccccc2c1=O	-12%[46 µM]
COc1ccc(NC(=O)c2c(NCc3cccc(OC)c3)sc3c2CCCC3)cc1	?
Cc1ccccc1C(=O)Nc1nnc(S(=O)(=O)N(C)c2ccc(Cl)cc2)s1	9%[46 µM]
CCOc1ccc2nc(N(Cc3cccnc3)C(C)=O)sc2c1	10%[46 µM]
CCOc1ccccc1NS(=O)(=O)c1ccc2[nH]c3c(c2c1)CCCCC3	-24%[46 µM]
Cc1ccc(Cl)cc1NC(=O)CN1C=NS(=O)(=O)c2ccccc21	?
CCOc1ccc(C(C)C)cc1S(=O)(=O)Nc1cccc(-c2ccc(N3CCOCC3)nn2)c1	-10%[46 µM]
CCc1ccc(S(=O)(=O)c2cn(Cc3ccccc3)c3cc(N4CCCC4)c(F)cc3c2=O)cc1	-1%[46 µM]
CCC(Sc1nc2cc3c(cc2c(=O)n1CCCCCC(=O)NCc1ccc2c(c1)OCO2)OCO3)C(=O)NCCCOC (stereo unspecified)	-5%[46 µM]
CCCNC(=O)C1CCC(Cn2c(=O)c3sccc3n(CC(=O)N3CCC(C)CC3)c2=O)CC1 (stereo unspecified)	?
Cc1cc2c(cc1S(=O)(=O)CCC(=O)N1CCCCC1C)OCC(=O)N2 (stereo unspecified)	-17%[46 µM]
COc1cccc(C(=O)NCC(=O)OCc2cc(=O)n3c(C)csc3n2)c1	9%[46 µM]
Cc1cc(C)c(NS(=O)(=O)c2ccc(-c3cnc(C4CC4)o3)cc2)c(C)c1	?
CCOC(=O)c1ccc(NC(=O)C(CC)Sc2nc3ncccc3o2)cc1 (stereo unspecified)	8%[46 µM]
Cc1ccc(N2CC(NC(=O)c3cc4ccccc4o3)CC2=O)cc1 (stereo unspecified)	13%[46 µM]
Cc1ccc(S(=O)(=O)NCc2ccc(C(=O)NCCc3cccc(C)c3)cc2)cc1	-1%[46 µM]
COc1cccc(C2C=C(c3ccc(C)cc3)Nc3c(C(=O)Nc4ccc(F)cc4)cnn32)c1OC (stereo unspecified)	-17%[46 µM]

# Further structures.
mol	LMNA splice mod
Cc1cc(C)n(-c2nc(C)c(C)c(=O)n2CC(=O)Nc2ccc(OC(F)(F)F)cc2)n1	7%[46 µM]
CCCOc1ccc(C(=O)N(Cc2cccs2)c2ccc(C)cc2)cc1	?
COc1ccc(C(=O)CC2(O)C(=O)Nc3c(C)cccc32)c(OC)c1OC (stereo unspecified)	-4%[46 µM]
CCOCCCn1c(SCC(=O)Nc2ccc(F)cc2)nc2c(sc3ccccc32)c1=O	?
CC(C)c1ccc(NC(=O)CN2C(=O)C3(SCC(=O)N3c3ccc(F)cc3)c3ccccc32)cc1 (stereo unspecified)	?
CC(=O)Nc1ccc(Nc2ncnc3c2cnn3C)cc1	-9%[46 µM]
